Screens as filed in PubChem.
TDP1 cell noCPT: qHTS for Inhibitors of human tyrosyl-DNA phosphodiesterase 1 (TDP1): qHTS in cells in absence of CPT; DT40 Tdp1-/- hTDP1 cells, no CPT, ATP luminescence, 48 h; Potency, µM (series often up to 46.2 µM), inactives show top-dose activity change, negative = growth inhibition, most hits filed as inhibitors; hit rate 15% among 420,000; also: nearly all actives have a fitted effect of over 55% in size
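No-CPT arm: Tdp1-/-;hTDP1 DT40 cells (400/well) plus compounds, incubated ≥48 hr at 37 °C. Readout CellTiter-Glo luminescence.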
TDP1 cell CPT: growth inhibition of DT40 Tdp1-/-;hTDP1 cells with camptothecin (screen for TDP1 inhibitors); chicken DT40 Tdp1-/-;hTDP1 cells + 20 nM CPT, ATP luminescence, 48 h; Potency, µM (series often up to 46.2 µM), inactives show top-dose activity change, negative = growth inhibition, actives largely listed as inhibitors; hit rate 12% among 420,000; AID 686979; also: nearly all actives have a fitted effect of over 55% in size
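Chicken DT40 Tdp1-/- cells stably complemented with human TDP1 were seeded at 400 cells/well in medium containing 20 nM camptothecin, exposed to pin-transferred compounds, and grown at 37 °C for at least 48 hr. Viability was read as ATP luminescence.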
KAT2A inh: GCN5L2 (KAT2A) acetyltransferase inhibition; GCN5L2 HAT assay, ThioGlo1 CoA-SH fluorescence; Potency, µM (top dose mostly 58.9 µM), for the others: top-dose activity change, negative = inhibition, most hits filed as inhibitors; hit rate 0.21% among 390,000; AID 504327
Target sequence (Q92830 whole entry, looked up): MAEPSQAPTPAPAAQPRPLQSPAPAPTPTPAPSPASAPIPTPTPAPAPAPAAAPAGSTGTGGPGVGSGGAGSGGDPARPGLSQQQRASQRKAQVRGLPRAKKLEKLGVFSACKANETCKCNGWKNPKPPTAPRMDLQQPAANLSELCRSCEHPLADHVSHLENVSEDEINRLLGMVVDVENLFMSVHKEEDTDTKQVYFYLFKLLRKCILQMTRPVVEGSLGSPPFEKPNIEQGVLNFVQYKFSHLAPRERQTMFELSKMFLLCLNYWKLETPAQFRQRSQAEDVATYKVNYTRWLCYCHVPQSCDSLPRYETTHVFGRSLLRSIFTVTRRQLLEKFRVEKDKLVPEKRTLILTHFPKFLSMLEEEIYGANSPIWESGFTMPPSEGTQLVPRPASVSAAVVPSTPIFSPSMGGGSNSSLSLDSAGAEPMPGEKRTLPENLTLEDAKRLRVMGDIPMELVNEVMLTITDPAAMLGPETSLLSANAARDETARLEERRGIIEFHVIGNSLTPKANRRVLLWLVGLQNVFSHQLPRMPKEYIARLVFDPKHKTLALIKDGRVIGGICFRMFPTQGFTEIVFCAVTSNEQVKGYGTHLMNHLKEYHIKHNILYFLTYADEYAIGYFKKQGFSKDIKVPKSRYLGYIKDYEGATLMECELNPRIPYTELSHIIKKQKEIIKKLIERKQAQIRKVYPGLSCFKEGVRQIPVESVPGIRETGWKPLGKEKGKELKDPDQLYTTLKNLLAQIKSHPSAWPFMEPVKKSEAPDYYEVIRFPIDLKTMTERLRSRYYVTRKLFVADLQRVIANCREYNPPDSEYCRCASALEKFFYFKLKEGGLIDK
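GCN5L2 (20nM final) in 50mM HEPES, 0.1mM EDTA pH 7.5, 0.01% Tween-20 was preincubated 15 min at room temperature with compound, then given ThioGlo1 (50uM), H3(1-25) peptide (75uM) and acetyl-CoA (70uM); CoA-thiol fluorescence (Ex340/Em540) was read at 0 and 20 min.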
* hit, by the source's call; ? = inconclusive; nt = no result given; & = joins results of further samples; [ ] = dose if it differs, or a comment. Calls follow the shape of the dose curve; as a rule, active = well fitted curve in the direction sought with a large enough effect; inconclusive = small, poorly fitted or top-dose-only effect, or another doubt; inactive = no such curve, though single readings can be large; an effect the other way counts as inactive or inconclusive. % is scaled to controls: 0 for no effect and ±100 for the full control effect; potency is read from the fitted curve at half-maximal effect.

SMILES | TDP1 cell noCPT | TDP1 cell CPT | KAT2A inh
NC(=O)c1nc(C(=O)N2CCN(c3ccccc3)CC2)c2ccccc2n1 | -19% | -25% | -4%
CC(C)CNC(=O)C1Nc2ccccc2C2C=CCC12 (centres undefined) | ? | ? | nt
O=C(OCC#CCSc1nc2ccccc2o1)c1cc2ccccc2o1 | -18% | -8% | -5%
CCN1CCCC1CNc1ncnc2c1[nH]c1ccc(Cl)cc12 (centres undefined) | ? | ? | -8%
COc1cc(C(=O)N2CCN(C3CCC(C)CC3)CC2)cc(OC)c1OC (centres undefined) | 6% | -25% | -7%
O=C(OCCOc1ccccc1Cl)c1cc(S(=O)(=O)N2CCCCC2)ccc1N1CCOCC1 | ? | ? | nt
COc1ccc(CC(=O)NCC(=O)NC(Cc2ccccc2)C(=O)O)cc1 (centres undefined) | -1% | -4% | -22%
O=c1c2cn[nH]c2nc(SCc2cccc(Br)c2)n1-c1ccc(Cl)cc1 | ? | ? | -2%
CC1(C)OC(=O)N(Cc2ccco2)C1(C)O (centres undefined) | ? | -1% | 3%
COCCCNC(=O)c1ccc(Cn2c(=O)c3ccccc3n(CC(=O)NCc3ccco3)c2=O)cc1 | ? | ? | -4%

Four of these compounds in a different format.
> O=C(OCC#CCSc1nc2ccccc2o1)c1cc2ccccc2o1
- TDP1 cell noCPT: -18%
- TDP1 cell CPT: -8%
- KAT2A inh: -5%
> CC1(C)OC(=O)N(Cc2ccco2)C1(C)O (centres undefined)
- TDP1 cell noCPT: ?
- TDP1 cell CPT: -1%
- KAT2A inh: 3%
> CC(C)CNC(=O)C1Nc2ccccc2C2C=CCC12 (centres undefined)
- TDP1 cell noCPT: ?
- TDP1 cell CPT: ?
- KAT2A inh: nt
> CCN1CCCC1CNc1ncnc2c1[nH]c1ccc(Cl)cc12 (centres undefined)
- TDP1 cell noCPT: ?
- TDP1 cell CPT: ?
- KAT2A inh: -8%

More entries:
SMILES | TDP1 cell noCPT | TDP1 cell CPT | KAT2A inh
O=c1cc(SCc2ccc(Cl)cc2Cl)nc[nH]1 | -18% | -4% | nt
Cc1c(C(=O)Nc2ccc(Br)cc2F)sc2ncnc(N(C)C3CCCCC3)c12 | -4% | 0% | -11%
Cc1cc(Cl)ccc1Oc1nc(-c2ccc(F)cc2)ccc1C#N | -10% | ? | 45%[activator]
Cc1ccc2ccc(C)[n+](CCCS(=O)(=O)[O-])c2c1 | -9% | -2% | -18%
CCN1CCN(C(=S)NCC(C)C)CC1 | -14% | 11% | 2%
CCN(Cc1ccccc1)C(=O)C1CCC(CNS(=O)(=O)c2ccc3c(c2)CCCC(=O)N3)CC1 (centres undefined) | 16µM* | ? | -5%
CC(C)Cc1nc2ccccc2[nH]1 | -17% | 20% | 2%
COc1ccccc1NNC(=O)c1cccnc1Oc1ccccc1 | -2% | 6% | -2%
COc1ccc(Nc2cc(C(=O)NC3CCCC3)c3ccccc3n2)c(OC)c1 | ? | ? | -1%&-4%
O=C(NCc1ccccc1)c1ccc2c(c1)N(Cc1cccc(Cl)c1)C(=O)c1ccccc1S2(=O)=O | 4% | ? | -4%
COc1ccc(-n2c(COc3ccc(C)cc3)n[nH]c2=S)cc1 | ? | ? | -4%
O=C(CCNC(=O)Cn1cnc2ccccc2c1=O)NCCC1=CCCCC1 | -4% | ? | -10%
COc1ccc(N2CCN(c3nc(C)c(C)c(=O)[nH]3)CC2)cc1 | -21% | -38% | -1%
CC(C)(C)OC(=O)C[C@H]1C/C=C\C[C@@H](CC(=O)N[C@@H](CO)Cc2ccccc2)C(=O)NC[C@H](c2ccccc2)OC1=O | ? | ? | 0%
COc1ccccc1C(CNc1nc(C(F)(F)F)nc2ccccc12)N(C)C (centres undefined) | 21µM* | ? | -7%
Cc1cccc(NS(=O)(=O)c2ccc(C(C)(C)C)cc2)n1 | -27% | -13% | -3%
CN(C)S(=O)(=O)c1cccc(NC(=S)N2CCc3ccccc32)c1 | ? | ? | -12%
CC(CCCCCCCCC(=O)O)N(CCO)C(=O)OC(C)(C)C (centres undefined) | -22% | ? | -15%
O=C(Nc1ccc(Cl)cc1)N1CCC(c2nc(-c3ccccc3Cl)no2)CC1 | 18µM* | 23µM* | -11%
CC1CCN(c2ccc(NC(=O)c3cccc(Cl)c3)cc2C(=O)O)CC1 | 9% | 3% | 3%

No new results follow: an excerpt of the list.
SMILES | TDP1 cell noCPT | TDP1 cell CPT | KAT2A inh
COc1ccc(-n2c(COc3ccc(C)cc3)n[nH]c2=S)cc1 | ? | ? | -4%
O=C(CCNC(=O)Cn1cnc2ccccc2c1=O)NCCC1=CCCCC1 | -4% | ? | -10%
COc1ccc(N2CCN(c3nc(C)c(C)c(=O)[nH]3)CC2)cc1 | -21% | -38% | -1%

(list continues)
SMILES | TDP1 cell noCPT | TDP1 cell CPT | KAT2A inh
COC(C(=O)C(O)C(C)O)C1Cc2cc3cc(OC4CC(OC5CC(O)C(O)C(C)O5)C(O)C(C)O4)c(C)c(O)c3c(O)c2C(=O)C1OC1CC(OC2CC(OC3CC(O)C(OC)C(C)O3)C(O)C(C)O2)C(O)C(C)O1 (centres undefined) | 0.15µM* | 0.1µM* | nt
CN(C(=O)COC(=O)c1ccccc1C(=O)N1CCN(c2ccccc2)CC1)c1ccccc1 | ? | ? | -3%
Cc1ccccc1-n1cc(-c2ccc(Br)cc2)nc1SCC(N)=O | ? | ? | -5%
O=S(=O)(c1ccc(Cl)cc1)N1CCOCC1 | -5% | 9% | nt
O=c1[nH]c(CN2CCN(c3ccccn3)CC2)nc2c(Br)cc(Br)cc12 | 13% | -37% | -20%
O=C(O)c1cccc2c1C(=O)c1ccc(-c3ccc(Cl)c(C(F)(F)F)c3)cc1S2(=O)=O | -6% | -1% | -13%
COc1ccc(NC(=S)N(CCN(C)C)C(C)c2ccco2)cc1Cl (centres undefined) | 16µM* | -26% | 4%
Cc1ccc2nc(C)cc(NCCO)c2c1 | ? | 8% | -3%
COc1cccc(C(C)NC(=O)Nc2cc(Cl)ccc2OC)c1 (centres undefined) | ? | 0% | 1%
O=C(C[n+]1ccccc1Cl)c1ccc(I)cc1 | ? | -11% | nt

Part of the list above in order of molar mass, descending:
SMILES | TDP1 cell noCPT | TDP1 cell CPT | KAT2A inh
O=c1[nH]c(CN2CCN(c3ccccn3)CC2)nc2c(Br)cc(Br)cc12 | 13% | -37% | -20%
CN(C(=O)COC(=O)c1ccccc1C(=O)N1CCN(c2ccccc2)CC1)c1ccccc1 | ? | ? | -3%
O=C(C[n+]1ccccc1Cl)c1ccc(I)cc1 | ? | -11% | nt

Other results.
SMILES | TDP1 cell noCPT | TDP1 cell CPT | KAT2A inh
Nn1c(SCC(=O)Nc2cccc(C(F)(F)F)c2)nncc1=O | 8% | -20% | -3%
Cc1ccc(Cl)cc1N1CCN(C(=O)C2CCCN(S(=O)(=O)c3cnc[nH]3)C2)CC1 (centres undefined) | 23µM* | 15µM* | -1%
COc1cccc(CNC(=S)Nc2ccc(Cl)cc2C)c1 | ? | ? | 5%
CCOc1ccc(CN(C)C(=O)[C@H](Cc2ccccc2)NC(=O)OCc2ccccc2)cc1OC | 21µM* | ? | -3%
COCCN(C(=O)CCC(=O)Nc1cc(C)on1)C(C(=O)NC1CCCC1)c1ccc(C(C)C)cc1 (centres undefined) | ? | -8% | -1%
COc1cc(C2CC(=O)C=C(O)C2)cc(OC)c1OC (centres undefined) | 2% | 1% | 5%
COC(=O)c1c(C(=O)OC)c2n(c1C)CCC2 | -9% | -11% | -2%
CC(=O)N1N=C(c2ccc(C)cc2)CC1c1cn(-c2ccccc2)nc1-c1cccs1 (centres undefined) | ? | 16µM* | 1%
CN1CCN(c2ccc(-c3ccnn3C(=O)Nc3ccccc3)cc2)CC1 | -1% | -13% | 15%
CC(C)(C)NC(=O)c1oc2ccccc2c1NC(=O)c1ccccc1F | ? | ? | ?
CNC(=O)COc1ccccc1C(=O)Nc1ccc2c(c1)oc1ccccc12 | ? | -29% | -7%
Cc1ccc(S(=O)(=O)C/N=C(/NC(=S)N(c2ccccc2)c2ccccc2)c2ccccc2)cc1 | -15% | ? | -18%
COCCn1nnnc1CN1CCN2CCCC2C1 (centres undefined) | -9% | -22% | 1%
CCOc1ccccc1OCCN1CCCC1 | -11% | -4% | -15%
CCc1nc2c(OCc3ccc(C(F)(F)F)cc3)cccn2c1N(C)C(=O)CC(C)C | 21µM* | ? | nt
O=c1c2ccccc2nc(/C=C/c2cc(Br)ccc2O)n1CCO | 15µM* | ? | nt
COc1cccc(CNC(=O)Nc2ccc3c(c2)N(C)C(=O)c2ccccc2S3)c1 | ? | 23µM* | -1%
O=C(NCCCO)C(=O)Nc1c2c(nn1-c1ccccc1)CSC2 | -4% | -5% | -12%
CC(=O)OC1(C(C)=O)CCC2C3CC(Cl)C4=CC(=O)CCC4(C)C3CCC21C (centres undefined) | 23µM* | ? | nt
COc1cccc(NC(=O)/C=C/c2ccc(S(=O)(=O)N3CCOCC3)cc2)c1 | ? | 18µM* | -10%
Cc1ccc(CNC(=O)c2cc3sccc3n2Cc2ccc(Cl)cc2)cc1 | ? | ? | -7%
CCOC(=O)C(=O)CC(=O)c1ccc2c(c1)OCCO2 | -1% | -8% | -7%
CCCc1cc(=O)oc2c(C)c(OCC(=O)N3C[C@H]4C[C@@H](C3)c3cccc(=O)n3C4)ccc12 | -2% | 30%[activator] | 6%
COc1ccc(S(=O)(=O)N(CCc2ccccc2)CC(=O)NCc2ccccc2)cc1OC | ? | 16µM* | -1%
Cc1cccc(C)c1NC(=O)COC(=O)c1cc(=O)c2ccccc2o1 | ? | ? | -4%
CCC(C)NCCCCOc1cc(C)cc(C(C)C)c1 (centres undefined) | 18µM* | ? | -1%
Cn1c(=O)c2c(c3ccccc31)OC(=O)CC2c1cccc(F)c1 (centres undefined) | -6% | 2% | -4%
COc1ccc(C(NC(=O)C2CCN(CCc3ccccc3)CC2)c2ccccn2)cc1 (centres undefined) | -6% | -4% | nt
COc1ccc(N(CCC#N)S(=O)(=O)c2ccc(Cl)cc2)cc1 | -16% | -19% | 0%
COc1ccccc1NS(=O)(=O)c1ccc(C)c(C(=O)Nc2cc(C)on2)c1 | -22% | -3% | -2%
CCN(C(=O)COC(=O)CNC(=O)c1ccc(C)s1)c1ccccc1 | -11% | 1% | -9%
CC(=O)NC(C)(c1ccccc1)c1nc(-c2ccc(F)c(Cl)c2)cs1 (centres undefined) | 23µM* | 15µM* | nt
CCS(=O)(=O)c1c(S(=O)(=O)CC)c2cc(C(C)(C)C)ccn2c1C(=O)c1ccc(F)cc1 | ? | ? | -1%
CCN(C(=O)c1cc2ccccc2oc1=O)c1cccc(C)c1 | -20% | -25% | -7%
COc1ccc(C2=NOC(C(=O)NC(C)C)C2)cc1 (centres undefined) | 0% | -10% | -3%
CCOC(=O)c1[nH]cnc1C(=O)NCc1ccccc1 | 0% | -6% | ?
Cc1cccc(C)c1NC(=O)C(c1ccccc1OC(F)(F)F)N1CCN(C)CC1 (centres undefined) | -26% | -28% | nt
COC(=O)CC1(C(=O)OC)Oc2ccc(Br)cc2C(=O)N1c1ccc(Br)cc1Cl (centres undefined) | 4.1µM* | 5.8µM* | 1%
CCOC(=O)CN1CC23C=CC(O2)C(C(=O)NC2CCCC2)C3C1=O (centres undefined) | 1% | 12% | ?
CCOc1cc(-c2noc(N)c2C(=O)OC)cc(OCC)c1OCC | ? | -13% | -5%
Cc1ccc(NC(=O)c2ncn(CC(=O)NCc3ccc4[nH]ccc4c3)n2)cc1C | -29% | ? | -1%
CC(=O)Oc1ccc(C)cc1N1C(=O)c2ccc(C(=O)O)cc2C1=O | -16% | -1% | -3%
CCNC(=O)COC(=O)/C=C/c1cccc([N+](=O)[O-])c1 | -14% | 2% | -6%
CCOC(=O)C1(Cc2ccccc2)CCCN(Cc2ccncc2)C1 (centres undefined) | ? | ? | 19%
Cn1c(/N=C/c2cc(Cl)ccc2O)nc2ccccc21 | -12% | 7% | -2%
CCOc1ccc(C2C(C(=O)Nc3ccccc3)=C(C)Nc3nc(-c4ccccc4)nn32)cc1OC (centres undefined) | ? | ? | -1%
O=C(NCc1ccccc1Cl)C1CCCN(c2nc3ccccc3n3cccc23)C1 (centres undefined) | 21µM* | 18µM* | -13%
NC(Cc1ccc(Cl)cc1)c1csc(NC(=O)Nc2ccccc2-c2ccccc2)n1 (centres undefined) | 12µM* | 13µM* | nt
Cc1ccccc1NC(=O)/C=C/c1ccc([N+](=O)[O-])s1 | 0.82µM* | 0.92µM* | -7%
O=C1CC(C(=O)Nc2ccc(F)cc2)S/C(=N\N=C\c2ccco2)N1 (centres undefined) | ? | 2% | 2%
COc1ccc(N2CCN(S(=O)(=O)c3ccc(OC)c(-c4noc(C)n4)c3)CC2)cc1 | -20% | -14% | -14%
